Assay outcomes (PubChem)
KCNQ2 inh = KCNQ2 potassium channel inhibitors, primary screen, cell-based, CHO-K1, FluxOR thallium flux, B-score (AID 2156) | 20 min; hits give low values | B-score at 10 µM | hit rate 1.1% among 310,000;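 active means fluorescence ratio B-score at most minus 3 library SDs, with starting brightness B-score within 2 library SDs, cut at about -5.5 in these data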
Kir21 block = inhibitors of mouse Kir2.1 inward-rectifier potassium channel; B-score at 10 µM; HEK293-Kir2.1, FluxOR thallium flux fluorescence; hits give low values; AID 1672, 2009; hit rate 0.85% among 310,000;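 active means fluorescence ratio B-score at or below minus 3 SD of library scores, with starting-brightness B-score within 2 SD, cut at about -4.2 in these data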;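 further: channel flux triggered by added potassium and thallium sulfate stimulus; B-score of peak minus minimum fluorescence over baseline after thallium stimulus; more negative B-score means stronger Kir2.1 block with less thallium influx; some compounds called inactive have numbers as strong as hits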
Target sequence (P35561 whole entry, looked up): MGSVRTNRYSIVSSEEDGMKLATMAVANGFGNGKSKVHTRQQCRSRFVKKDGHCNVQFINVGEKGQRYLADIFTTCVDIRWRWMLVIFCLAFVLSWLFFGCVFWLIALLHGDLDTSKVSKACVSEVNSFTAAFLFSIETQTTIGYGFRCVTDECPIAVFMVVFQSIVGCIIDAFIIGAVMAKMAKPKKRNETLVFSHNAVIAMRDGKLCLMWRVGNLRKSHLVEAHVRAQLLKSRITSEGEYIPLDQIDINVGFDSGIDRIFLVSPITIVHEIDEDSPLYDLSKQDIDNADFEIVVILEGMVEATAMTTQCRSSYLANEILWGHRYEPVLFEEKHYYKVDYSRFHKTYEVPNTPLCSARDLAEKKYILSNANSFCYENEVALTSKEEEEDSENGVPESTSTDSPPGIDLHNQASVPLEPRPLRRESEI
Active calls of the source: *; i = inactive.

SMILES | KCNQ2 inh | Kir21 block
CCCOc1ccc(N2C(=O)CC(SC(=NC)Nc3ccc(F)cc3)C2=O)cc1 (stereo unspecified) | i | -0.34
COCCSc1nnc(NC(=O)c2cc(C(=O)OC)cc([N+](=O)[O-])c2)s1 | i | 1
CC(=O)N1Cc2ccccc2CC1C(=O)O (stereo unspecified) | i | 1
CC1C(=O)CCC1(C(=O)O)c1ccccc1 (stereo unspecified) | i | 0
COc1c(N2CCN(C(=S)NCc3ccccc3)C(C)C2)c(F)cc2c(=O)c(C(=O)O)cn(C3CC3)c12 (stereo unspecified) | i | -2.7
CCc1ccc(OCC(=O)NCCN(C)C)c(Br)c1 | i | -2
CCN(CC)Cc1ccccc1Sc1ccccc1 | i | -3.9
COc1ccc([C@H]2C=C(C(=O)O)O[C@@H](OCCCCO)C2)cc1 | i | -0.92
Cc1ccc(-n2ccc(=O)c(C(=O)O)n2)cc1 | i | -0.14
Cc1ccc(S(=O)(=O)N(C)CCCC(=O)Nc2cccc3ccccc23)cc1 | i | 1.3
CCc1cc(C(=O)N2CCCC(C(=O)c3ccc(C(F)(F)F)cc3)C2)n(C)n1 (stereo unspecified) | i | 0.67
COc1ccc(COC(=O)Nc2cc3c(C(F)(F)F)nn(C)c3s2)cc1 | i | -0.52
CCc1cc2c(N[C@@H](C)C(=O)O)ncnc2s1 | i | 0.04
COc1ccc(-c2sc(NC(C)=O)nc2-c2ccccc2)cc1 | i | 0.95
COc1cc(OC)cc(C(=O)N[C@H](C(=O)OCC(=O)Nc2sccc2C#N)C(C)C)c1 | i | 0.02

The closing 5 records of the section before open the next one.
SMILES | KCNQ2 inh | Kir21 block
CCc1cc(C(=O)N2CCCC(C(=O)c3ccc(C(F)(F)F)cc3)C2)n(C)n1 (stereo unspecified) | i | 0.67
COc1ccc(COC(=O)Nc2cc3c(C(F)(F)F)nn(C)c3s2)cc1 | i | -0.52
CCc1cc2c(N[C@@H](C)C(=O)O)ncnc2s1 | i | 0.04
COc1ccc(-c2sc(NC(C)=O)nc2-c2ccccc2)cc1 | i | 0.95
COc1cc(OC)cc(C(=O)N[C@H](C(=O)OCC(=O)Nc2sccc2C#N)C(C)C)c1 | i | 0.02
CCOC(=O)C1=C(C)Nc2nc(C)nn2C1c1cc(OC)ccc1OC (stereo unspecified) | i | 1.6
Cc1ccc(C(=O)NCCOc2cccc3cccnc23)cc1Cl | i | 0.3
S=C(Nc1ccccc1)Nc1ccccc1-n1cccc1 | i | -3.7
COCCN(C(=O)CSc1nc(N)cc(=O)[nH]1)c1c(N)n(Cc2ccccc2)c(=O)[nH]c1=O | i | 1
O=C(CCS(=O)(=O)Cc1ccc(Cl)cc1)NCCc1ccccc1 | i | -0.13
Cc1cccc(S(=O)(=O)N/N=c2\sc3ccccc3n2C)c1 | i | -1
COC(=O)c1cc2sc(Cl)cc2n1CC(=O)Nc1ccc(OC)c(OC)c1OC | i | 0.21
COc1ccc(CCN(C)C2CCCN(S(=O)(=O)c3ccccc3F)C2)cc1OC (stereo unspecified) | i | -1.9
Cc1ccccc1NC(=O)c1csc2c1CCCC2 | i | 1.9
CCOc1cc(/C=C2\C(=O)NN(c3ccccc3)C2=O)cc([N+](=O)[O-])c1O | i | 0.42
Cc1ccn(CC(=O)N2CCCC(Nc3ccc(F)c(F)c3)C2)n1 (stereo unspecified) | i | -0.07
Cc1ccc(CN=c2c([N+](=O)[O-])nn(-c3ccc(Cl)cc3)n2O)cc1 | i | -0.01
COc1cccc(Nc2nc(NCCO)nc(N3CCCC3)n2)c1 | i | 0.86
COc1cccc(CN(CC(=O)NCc2ccccc2)C(=O)c2csnn2)c1 | i | 0.75
Cc1ccsc1/C=N/NC(=O)c1nnn(-c2nonc2N)c1-c1ccccc1 | i | -0.58

Copied from the results shown for reference:
SMILES | KCNQ2 inh | Kir21 block
COc1cccc(CN(CC(=O)NCc2ccccc2)C(=O)c2csnn2)c1 | i | 0.75
Cc1ccsc1/C=N/NC(=O)c1nnn(-c2nonc2N)c1-c1ccccc1 | i | -0.58

One compound at a time, from the list above. Values in the order: KCNQ2 inh	Kir21 block
O=C(CCS(=O)(=O)Cc1ccc(Cl)cc1)NCCc1ccccc1 is listed as i	-0.13
COc1cccc(CN(CC(=O)NCc2ccccc2)C(=O)c2csnn2)c1 is listed as i	0.75
Cc1ccn(CC(=O)N2CCCC(Nc3ccc(F)c(F)c3)C2)n1 (stereo unspecified) is listed as i	-0.07

(next part)
SMILES | KCNQ2 inh | Kir21 block
Cc1ccsc1-c1nc(CSCC(=O)NCCN2CCCC2)c(C)o1 | i | 0.44
CC(CCc1ccccc1)N(C)CC(O)c1cccc([N+](=O)[O-])c1 (stereo unspecified) | i | -1.3
COc1ccc(NC(=O)CCNS(=O)(=O)c2ccc3c(c2)CC(C)N3C(=O)C2CC2)cc1 (stereo unspecified) | i | 0.77
CCOC(=O)c1cc(C(=O)n2cc(Cl)cn2)nn1C | i | -0.87
COc1ccc(N2C(=S)N=C(Nc3ccccc3)C23CCCCC3)cc1 | i | -0.01
CCCn1nnnc1SCC(=O)NCc1cccs1 | i | 0.05
N#C/C(=N\Nc1ccc(Cl)cc1)C(=O)c1ccsc1 | i | -1.4
CSc1ccc(CCNC(=O)c2ccc(CS(=O)Cc3ccc(Cl)cc3)o2)cc1 (stereo unspecified) | i | -0.52
COc1cccc(CNC(=O)C2CCN(S(=O)(=O)c3ccc4c(c3)NC(=O)CO4)CC2)c1 | i | -0.04
Cc1ccc(C(=O)NNC(=O)CCCCC(=O)NNC(=O)c2ccc(C)cc2)cc1 | i | 1.4
CC(C)N(C(=O)CSc1nnnn1-c1ccc2c(c1)OCO2)C(C)C | i | -1.2
COc1cc2c(cc1Cl)C(=O)C(F)(c1ccccc1)C(=O)N2 (stereo unspecified) | i | 0.05
CC(=O)Nc1ccc(S(=O)(=O)NCCN2CCNC2=O)cc1Cl | i | 0.06
CC(NC(=O)c1cc(Br)ccc1Cl)c1ccccc1 (stereo unspecified) | i | -0.43
C=CCn1c(CNC(=O)c2ccco2)nnc1SCC(=O)Nc1cccc(Br)c1 | i | -2.7
Cc1cccc(NC(=O)C2CCCN2C(=O)Oc2ccccc2)c1C (stereo unspecified) | i | 2.1
O=C(COc1ccccc1/C=C1/NC(=O)NC1=O)Nc1ccccc1 | i | -1.2
CN(CCc1nc2ccc(Cl)cc2[nH]1)Cc1nc(CC2CC2)no1 | i | -0.49
C=CCn1c(SCC(=O)Nc2ccc(Cl)cn2)nnc1C1CC1 | i | 0
C#CCOCCOCCOCCNc1nc(N2CCOCC2)nc(N2CCN(C(=O)[C@H]([C@@H](C)O)n3cc(CCCCN)nn3)CC2)n1 | i | 0.86
O=C(NCC1CCCO1)NC1CCCCC1 (stereo unspecified) | i | -0.9
COc1ccc(CNC(=O)c2sc3nc4c(c(C(F)(F)F)c3c2N)CCC4)cc1 | i | -5.1*
C=C(C)c1cccc(C(C)(C)NC(=O)N2CCCCC2CC)c1 (stereo unspecified) | i | -2.9
N#Cc1ccc(NC(=O)Cn2cnc(S(=O)(=O)N3CCc4ccccc43)c2)cc1 | i | -0.33
Cc1nc2cc(NC(=O)CSc3nc4c(C)cccc4cc3C#N)ccc2s1 | i | 0.06
COc1ccc(-c2noc(CCC(=O)N3CCN(Cc4ccccc4)CC3)n2)cc1 | i | -0.43
NC1=NC(=O)C(Cc2cc(Cl)ccc2Cl)S1 (stereo unspecified) | i | 0.33
CCC(C)NC(=O)C(Cc1ccccc1)NS(=O)(=O)c1cccc2nsnc12 (stereo unspecified) | i | -0.53
CCCCCOC(=O)Cc1c(O)c2ccccc2n(C)c1=O | i | -0.97
Cc1ccc(N2C(=O)c3ccccc3C2Nc2ccccc2)nc1 (stereo unspecified) | i | -1.9
Cc1cc(S(=O)(=O)NC2CCCCC2)ccc1OCC(=O)NCc1ccccn1 | i | -0.8
CCOCCCN(CC(=O)NC1CCCC1)C(=O)C(=O)Nc1ccc2c(c1)OCCO2 | i | -0.22
O=C(COc1ccccc1-c1ccccc1)Nc1ccc(S(=O)(=O)NCc2ccco2)cc1 | i | -0.78
Cc1cccc(CCNC(=O)C2CCCN(c3ncnc4c3nc3n4CCCCC3)C2)c1 (stereo unspecified) | i | -0.98
CCC(=O)c1ccc(OC(C)C(=O)NC2(C#N)CCCCC2)cc1 (stereo unspecified) | i | 0.41
Cc1ccc(-c2csc3ncnc(-n4nnc5ccccc54)c23)cc1C | i | -1.6
CCc1cccc(CC)c1NC(=O)CN1CC(C)SC1=NC1CCCCC1 (stereo unspecified) | i | 0.37
O=C(CN(C(=O)CNC(=O)c1cccs1)c1ccc2c(c1)OCCO2)NC1CCCC1 | i | 0.79
COc1ccc(NC(=O)CN(C)S(=O)(=O)c2ccc(Cl)cc2)cc1Cl | i | -0.79
Cc1ccc(C(=O)Nc2cnc3ccccc3c2)cc1 | i | 2.8
CC(=O)NC12CC3CC(C1)CC(C(=O)Nc1nc4ccc(S(C)(=O)=O)cc4s1)(C3)C2 | i | -1
Cc1cc(C)nc(N/N=C/c2cn[nH]c2-c2ccc(F)cc2)n1 | i | -0.05
O=C(N/C(=C/c1cccc([N+](=O)[O-])c1)C(=O)N1CCCCC1)c1ccco1 | i | 0.6
COc1ccccc1C(=O)Nc1sc2c(c1C(=O)NCc1ccco1)CCCC2 | i | 0.65
COc1cccc(-c2nn(C)c3sc(C(=O)NCCCN(C)Cc4ccccc4)cc23)c1 | i | -3.4
CN(C(=O)CSc1nnc(-c2c[nH]c3ccccc23)o1)C1CCS(=O)(=O)C1 (stereo unspecified) | i | 0.94
CCOC(=O)CC1NC(=O)c2ccccc21 (stereo unspecified) | i | 0.68
CCN(CC)c1cc(C)c(C#N)c2nc3ccccc3n12 | i | 0.02
O=C(O)c1ccc2c(c1)C(=O)N(CCC1=CCCCC1)C2=O | i | 0.88
O=[N+]([O-])c1cc(Br)c2nsnc2c1N1CCOCC1 | i | 0.67
Cn1c(CCN2CCCCC2)nc2cc([N+](=O)[O-])ccc21 | i | 0.41
O=[N+]([O-])c1cccc(-c2ccc(SCc3cccnc3)nn2)c1 | i | 1.1
O=C(N1CCN(c2ccccc2)CC1)C(F)(F)C(F)(F)F | i | -0.01
Cc1cc(S(=O)(=O)N2CCOCC2)ccc1OCC(=O)Nc1cccc(F)c1 | i | 2
CC1CC(=O)N(CC(=O)NCc2ccc3c(c2)OCO3)c2ccccc2S1 (stereo unspecified) | i | 0.21
Cc1ccc2cc(C#N)c(SCc3nnc(-c4ccccc4[N+](=O)[O-])o3)nc2c1 | i | -0.16
Cc1nc2cc(C(F)(F)F)ccc2n1CCNc1nc(-c2cc(Cl)c(N)c(Cl)c2)cs1 | i | 2.5
CCOC(=O)c1sc2ncn(CC(=O)NCC3CCCO3)c(=O)c2c1C (stereo unspecified) | i | 1.6
O=C(CNc1n[nH]c(=O)[nH]c1=O)N/N=C/C1CC=CCC1 (stereo unspecified) | i | -1.4
Cc1ccccc1Nc1nn2c(=O)c3ccccc3nc2s1 | i | -0.05

The listing continues:
SMILES | KCNQ2 inh | Kir21 block
CCOC(=O)c1ccc(NC(=O)COc2ccc(S(=O)(=O)NC(C)(C)C)cc2)cc1 | i | 1.1
COCc1cc(=O)[nH]c(Nc2nc3ccc(C)cc3o2)n1 | i | -1.6
Cc1c(-c2cc[n+]([O-])cc2)oc2ccc(Br)cc2c1=O | i | -0.16
CC(C)C(NC(=O)OCc1ccccc1)C(=O)NC(Cc1ccc(O)cc1)C(=O)O (stereo unspecified) | i | 0.56
C/C(=N\NS(=O)(=O)c1ccc(C)c([N+](=O)[O-])c1)c1ccc2c(c1)OCO2 | i | 0.68
COc1ccccc1CNC(=O)C1CCN(S(=O)(=O)c2c(C)noc2C)CC1 | i | 1.1
Cc1ccc(S(=O)(=O)N/N=C\c2cccnc2)cc1 | i | 0.58
CCOc1ccc(C(=O)NCc2ccccn2)cc1 | i | -1.1
CCCn1c(-c2cc(OC)c(OC)c(OC)c2)nc2nc3ccccc3nc21 | i | -0.19
CCCCn1c(N)c(N(CC(C)C)C(=O)CCCn2c(=O)oc3ccccc32)c(=O)[nH]c1=O | i | 0.4
COc1ccc(C(OC(=O)c2c(C)noc2C)C(=O)NC2CCCC2)cc1 (stereo unspecified) | i | -0.02
CCOC(=O)C1CCN(C(=O)Cn2c(=O)c3cccn3c3cccnc32)CC1 | i | 0.73
NC(=O)CNC(=O)[C@@H]1CC2(CC(c3ccc(Cl)cc3)=NO2)CN1C(=O)c1ccc(Br)cc1 (stereo partly specified) | i | 2.4
O=C1NN(c2ccccc2)C(=O)/C1=C\c1cccc(OC(=O)c2cccs2)c1 | i | 0.12
CCN(CC)S(=O)(=O)c1ccc(C)c(NC(=O)Cn2cnc3cc([N+](=O)[O-])ccc3c2=O)c1 | i | -0.49

3 of the compounds above, with the structure last.
KCNQ2 inh,Kir21 block,Structure
i,0.42,CCOc1cc(/C=C2\C(=O)NN(c3ccccc3)C2=O)cc([N+](=O)[O-])c1O
i,-0.79,COc1ccc(NC(=O)CN(C)S(=O)(=O)c2ccc(Cl)cc2)cc1Cl
i,-1.6,Cc1ccc(-c2csc3ncnc(-n4nnc5ccccc54)c23)cc1C

Next section
SMILES | KCNQ2 inh | Kir21 block
CCN(CC)S(=O)(=O)c1ccc(N2CCOCC2)c(NC(=O)COc2ccc(C#N)cc2)c1 | i | -0.85
O=C(/C=C/c1ccc([N+](=O)[O-])cc1)NCc1cccs1 | i | 0.65
Cc1ccc(O)c(-n2nc3ccccc3n2)c1 | i | 0.01
O=C(Nc1c(-c2ccccc2)nc2ccccn12)c1ccccc1 | i | 1.8
O=C(Nc1nnc(S(=O)(=O)Cc2ccc(F)cc2)s1)c1ccccc1F | i | -0.88
